XiGFP reactiv = activators of X-chromosome reactivation in mouse fibroblasts | XiGFP mouse fibroblasts, % GFP-positive cells imaging, 3 d; cells co-treated with 5-aza-dC sensitizer; scaled so ellipticine positive control = 100% | activation, % at 7.58 µM | actives 0.055% (n = 360,000) | AID 743238;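 active = mean normalized replicate activation at least 10% and every replicate at or above 10%; inconclusive = only one of the two criteria met; inactive = mean below 10% and not all replicates reach 10%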;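 also: 0% = median of on-plate neutral control wells and 100% = ellipticine 6 µM median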
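Assay system – SV40-immortalized XiGFP fibroblast cells, line 68-5-11 · Buffer or medium – DMEM supplemented with 5-aza-dC as sensitizing agent · Dosing – one concentration, pinned · Benchmarks – positive control ellipticine, 6 µM final · Times – 3 days compound exposure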
C2C12 statin = suppression of simvastatin myotoxicity | C2C12 myotubes + simvastatin, ATP luminescence, 48 h; scaled: DMSO 0, geranylgeraniol control 100 | rescue of ATP level, % at 7.49 µM | actives 0.78% (n = 330,000) | AID 602340;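 active = mean ATP rescue above about 67%, or every replicate alone reaching that limit, limit read from the data, passing the limit was not always enough; inconclusive = no clear call, values can overlap the other calls; inactive = mean under the limit and some replicate under it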;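 also: myotubes were challenged with 10 µM simvastatin during compound exposure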
S100A4 inh HTS = inhibitors of human S100A4 binding to myosin IIA peptide | inhibition, % at 10.7 µM | S100A4/TAMRA-MyoIIA peptide fluorescence polarization | P26447 | AID 652163 | actives 0.14% (n = 360,000);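 active = mean inhibition of at least 70% across replicates, with every replicate also reaching that level; inconclusive = mean inhibition reaches 70% but some replicates fall short; inactive = mean inhibition below 70%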
Target sequence (P26447 whole entry, looked up): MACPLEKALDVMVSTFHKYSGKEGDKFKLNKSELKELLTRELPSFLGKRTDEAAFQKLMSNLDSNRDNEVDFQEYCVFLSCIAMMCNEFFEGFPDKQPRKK
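Test system – S100A4 monomer (human) · Compound – single-point compound testing · Schedule – 5 min incubation before reading · Probe or stimulus – TAMRA-labelled myosin IIA heavy-chain peptide probe, 5 nM · Benchmarks – neutral control DMSO, positive control TFP · Medium – Calcium-containing HEPES buffer, pH 7.2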
Cneo AK release = Cryptococcus neoformans lysis via adenylate kinase release. lysis activity, % at 15 µM. AID 651654. C. neoformans lysis, adenylate kinase release luminescence, 4 h; normalised: neutral wells 0, clomiphene wells 100. actives 0.2% (n = 360,000);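 active = mean lysis activity across replicates of at least 80%, whatever share of replicates individually reach that level; inactive = mean lysis activity below 80%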
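Assay system: Cryptococcus neoformans yeast cells / Dosing: single-point compound dose / Timing: 4 h at 37 °C static, read 1 h later / Measured by: luminescence of released adenylate kinase using an AK detection reagent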
LGR2 inh = Drosophila LGR2 receptor signaling inhibition; AID 720647; HEK293 LGR2, CRE-luciferase, bursicon-stimulated, 4 h; actives 0.35% (n = 380,000); inhibition, % at 9.99 µM;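 active = drop in luminescence signal, shown as inhibition above about 50% in the replicate tests, limit read from the data, passing the limit was not always enough; inconclusive = probably only some replicates passing the limit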;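 also: agonist challenge used bursicon conditioned medium at about half maximal strength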
SIRT5 inh = blocks human SIRT5 desuccinylation of peptide; Q9NXA8; Purified SirT5, succinyl-peptide AMC, trypsin-coupled fluorescence; inhibition, % at 15 µM; actives 1.1% (n = 330,000); AID 652115; in the data active = inhibition above about 15%; inconclusive = no clear call, values can overlap the other calls
Target sequence (Q9NXA8 whole entry, looked up): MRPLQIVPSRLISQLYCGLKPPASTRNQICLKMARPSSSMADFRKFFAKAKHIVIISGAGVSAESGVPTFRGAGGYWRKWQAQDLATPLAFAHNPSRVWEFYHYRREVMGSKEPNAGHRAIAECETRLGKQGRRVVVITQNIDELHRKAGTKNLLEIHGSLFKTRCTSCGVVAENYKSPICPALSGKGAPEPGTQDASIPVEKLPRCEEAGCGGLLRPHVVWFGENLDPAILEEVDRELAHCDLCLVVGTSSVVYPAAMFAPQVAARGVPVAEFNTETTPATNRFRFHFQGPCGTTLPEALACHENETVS
PGC1a acetyl inh = PGC1a acetylation modulation, inhibitor mode; U2OS PGC1a acetylation, AlphaScreen anti-acetyl-lysine; with virally co-expressed GCN5 acetyltransferase; inhibition, % at 15.6 µM; actives 0.17% (n = 350,000); AID 651687;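 active = every replicate shows inhibition of at least 40%; inconclusive = mean inhibition at least 40% but some replicate below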;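 also: 0% = neutral control wells and 100% = positive control wells; some results beyond the cut were filed as inactive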
ERAP1 inh = blocks human ERAP1 aminopeptidase activity. Q9NZ08. recombinant ERAP1, Leu-AMC fluorescence, 60 min. inhibition, % at 10.7 µM. actives 0.15% (n = 340,000). AID 652197;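 active = mean replicate inhibition of at least 30%, or all replicates individually reaching that 30% level; inactive = mean below 30% and not every replicate reaching it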;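 also: 0% = neutral control wells and 100% = L-leucinethiol positive control wells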
The depositor's hits bear a star; ? = inconclusive; / = not tested or not shown; & = joins results of further samples. A portion of the library (hit frequency here may not be typical).

SMILES	XiGFP reactiv	C2C12 statin	S100A4 inh HTS	Cneo AK release	LGR2 inh	SIRT5 inh	PGC1a acetyl inh	ERAP1 inh
COc1ccc(-c2c(-c3cc(OC)cc(OC)c3)n(C)c3ccc(-c4ccc(N(C)C)nc4)cc23)cc1	0.0	-32.7	1.7	-1.1	4.2	/	-1.5	6.1
Cc1ccc(-c2csc3ncn(CC(=O)NCC(c4ccco4)N4CCCC4)c(=O)c23)cc1 (stereo not drawn)	-1.1	-16.1	-4.6	0.2	2.1	-0.1	14.6	1.6
COc1ccc(NC(=O)COC(=O)c2ccc(Cl)c(S(N)(=O)=O)c2)c([N+](=O)[O-])c1	0.1	/	-0.4	/	-16.5	-9.3	10.1	-2.5
Cc1cc(/C=N/NC(=O)CC#N)c(C)n1-c1ccc([N+](=O)[O-])cc1	0.0	/	-1.2	/	5.7	0.4	/	0.5
CN1c2ccc(-c3ccc(F)cc3)cc2[C@H]2[C@H](CCN2C(=O)c2ccc(F)cc2)[C@@H]1CO	0.0	/	-2.5	/	9.2	5.8	-16.2	1.2
C[C@@H]1CN([C@H](C)CO)C(=O)c2cccc(NC(=O)Nc3ccc(F)cc3)c2O[C@@H]1CN(C)S(=O)(=O)c1ccccc1	1.3	17.2	3.9	-4.7	-6.9	-1.2	-4.8	-0.9
C[C@H](CO)N1C[C@H](C)[C@H](CN(C)S(=O)(=O)c2ccc(F)cc2)Oc2ccc(NC(=O)Nc3ccc(C(F)(F)F)cc3)cc2CC1=O	-0.1	/	0.0	/	0.5	8.1	3.7	-1.6
O=C(C[C@H]1CC[C@@H]2[C@H](COC[C@H](O)CN2C(=O)c2cccnc2)O1)NCc1ccc(Cl)cc1	0.2	-6.5	-13.7	-3.0	16.9	3.1	-9.7	-5.1
O=C(NNC(=O)C12CC3CC(CC(C3)C1)C2)c1cccc([N+](=O)[O-])c1	0.5	1.2	-1.5	-0.6	-25.0	-5.2	9.1	-4.4
O=C(NCc1ccccn1)C1CCC(=O)N1C1CCCCC1 (stereo not drawn)	-0.2	-2.4	-1.2	-0.7	-0.2	-0.3	-9.8	4.5
CCCNC(=O)N1CC2(CCN(C(=O)c3ccncc3)CC2)c2c([nH]c3cc(OC)ccc23)[C@@H]1CO	0.0	/	8.3	/	-1.1	-0.4	/	-2.9
Cc1ccc(-c2ccc3c(c2)O[C@H](CN(C)Cc2cccc(C(=O)O)c2)[C@H](C)CN([C@H](C)CO)S3(=O)=O)cc1	-0.6	-12.7	-6.3	-3.1	9.2	-5.1	1.5	1.7
C[C@H]1CN([C@@H](C)CO)C(=O)CCCn2cc(nn2)CO[C@H]1CN(C)Cc1cccc(O)c1	-0.1	-0.5	5.0	50.3	5.8	-1.5	6.5	-1.6
Cc1cccc(NC(=O)NNC(=O)c2cc3ccccc3cc2O)c1C	0.2	/	1.6	/	-11.2	-3.2	3.9	3.1
Cc1c(C(=O)N/N=C/c2c(O)ccc3ccccc23)nnn1-c1nonc1N	0.3	19.8	-0.5	-1.4	11.0	-1.2	/	-1.4
Cc1cccc(Cc2nnc(CCC(=O)NCc3cnc4ccccn34)o2)c1	-0.1	/	3.7	/	14.2	-8.0	/	-1.5
O=c1[nH]cnc2[nH]ncc12	0.1	2.2	-10.1	1.3	-17.4	-3.4	2.0	-0.4
O=C(Oc1cc(=O)oc2c1c(=O)n1c3c(cccc23)CC1)c1ccccc1	0.2	/	1.8	/	10.4	-0.1	-1.0	/
Cc1oc2ccc(O)cc2c1C(=O)c1ccc(Br)cc1	0.1	/	-0.2	/	-20.6	-2.7	/	-1.0
COc1ccc(CCNC(=O)CSc2nnc(CNC(=O)c3cc(OC)c(OC)c(OC)c3)o2)cc1OC	0.0	2.4	-2.2	1.4	12.9	-4.5	-1.2	-6.0
Cc1ccccc1S(=O)(=O)NCC[C@@H]1CC[C@@H](NS(=O)(=O)c2ccccc2C)[C@@H](CO)O1	0.0	8.4	20.0	-0.3	6.6	-2.8	-3.4	-3.3
C[C@H](CO)N1C[C@H](C)[C@H](CN(C)S(=O)(=O)c2ccc(Cl)cc2)Oc2ccc(NC(=O)NC3CCCCC3)cc2CC1=O	1.9	-146.6	5.5	0.2	9.7	/	9.2	/
COc1ccc(N2CCN(S(=O)(=O)c3cn(C)cn3)CC2)cc1	0.0	13.1	5.0	6.6	19.2	-4.5	-9.4	-4.7
Cn1c(C2=C(O)CN(c3ccccc3)C2=N)nc2ccccc21	0.0	/	-3.6	/	/	-1.7	/	-2.7
Cc1ccc(S(=O)(=O)C=CS(=O)(=O)c2ccc(C)cc2)cc1	0.0	-22.8	7.4	1.6	1.5	1.8	-2.6	4.0

(more compounds)
SMILES	XiGFP reactiv	C2C12 statin	S100A4 inh HTS	Cneo AK release	LGR2 inh	SIRT5 inh	PGC1a acetyl inh	ERAP1 inh
C[C@@H]1CN([C@@H](C)CO)C(=O)c2cc(C#CC3CC3)cnc2O[C@H]1CN(C)S(=O)(=O)c1cccc(F)c1	-0.5	38.3	4.3	3.8	-1.3	3.2	1.7	1.1
CN(C(=O)c1cc2c(s1)-c1ccccc1S(=O)(=O)C2)c1ccccc1	0.1	-37.8	10.3	0.9	-16.7	1.3	6.8	-1.5
C[C@H]1CN([C@@H](C)CO)C(=O)CCCn2nncc2CO[C@H]1CN(C)C(=O)NC1CCCCC1	0.0&0.0	12.7&-3.4&-11.0	-2.4&-16.9	-2.7	-21.2&1.6	-0.3&-1.6	1.5&3.5&-4.8	0.1&2.7
C[C@@H]1CN([C@H](C)CO)C(=O)c2cc(NC(=O)NC3CCCCC3)ccc2O[C@@H](C)CCCCO[C@@H]1CN(C)S(=O)(=O)c1ccc(F)cc1	0.1	/	9.8	-2.6	14.3	3.5	-8.4	2.9
Cc1cc(C(=O)Nc2cccc3c2O[C@@H](CN(C)Cc2ccc(Cl)c(Cl)c2)[C@H](C)CN([C@H](C)CO)C3=O)n(C)n1	-0.1	-12.5	7.4	-9.8	13.8	-5.9	7.2	-3.4
N#C/C=C/N1CCN(Cc2ccc3c(c2)OCO3)CC1	0.0	2.0	-6.3	0.2	-2.0	-1.4	5.7	-1.9
Cc1ccccc1C(=O)NNC(=O)Nc1ccccc1	0.2	/	-2.9	/	/	-4.5	/	-1.9
COc1cccc(CNC(=O)C[C@H]2CC[C@H](NS(=O)(=O)c3ccccc3OC)[C@H](CO)O2)c1	0.4	-1.4	5.7	0.1	3.7	14.4	-7.1	0.9
O=C(NC1CCCc2c1cnn2-c1ccc(F)cc1F)c1ccccn1 (stereo not drawn)	0.0	/	4.1	/	26.5	-1.2	/	-0.9
O=C(COC(=O)CNS(=O)(=O)c1ccccc1)NC12CC3CC(CC(C3)C1)C2	-0.5	/	-0.5	/	5.9	-2.0	-16.6	3.3
CCOC(=O)c1oc2ccccc2c1COC(=O)CNC(=O)c1cc(OC)c(OC)c(OC)c1	0.4	/	-37.2	/	-0.8	-3.2	/	-0.1
CN(C)CCCN(C(=O)c1ccc(C(=O)c2ccccc2)cc1)c1nc2ccc(F)cc2s1	0.1	1.7	-3.8	3.3	-21.1	8.4	-3.5	-0.3
CC(=O)c1ccc(NC(=O)N2CCCC(C(=O)c3ccc4c(c3)OCO4)C2)cc1 (stereo not drawn)	0.4	/	2.1	0.8	-9.2	-1.3	/	7.9
CC(C)[C@@H](C)NC(=O)N(C)C[C@H]1OCc2ccccc2-c2ccccc2C(=O)N([C@H](C)CO)C[C@@H]1C	0.4	-24.4	14.1	5.0	6.7	3.2	22.6	-0.2
O=C(C[C@@H]1C[C@@H]2c3cc(NC(=O)C4CCOCC4)ccc3O[C@@H]2[C@@H](CO)O1)NCc1ccccn1	0.4	-8.0	1.2	5.3	11.8	2.9	-0.5	-0.8
C[C@@H]1CCCCO[C@@H](CN(C)S(C)(=O)=O)[C@H](C)CN([C@H](C)CO)C(=O)c2cc(NS(C)(=O)=O)ccc2O1	-0.1	/	/	1.5	10.7	/	-7.1	/
Cc1ccc(OCCCCCCN2CCNCC2)c(Br)c1	0.0	/	-6.9	2.9	?	-6.1	-12.4	-0.3
O=C(NCc1cccnc1)C1CCN(S(=O)(=O)N2CCOCC2)CC1	/	-9.1	/	-1.5	-10.3	/	0.4	/
COc1cccc(CN(C)C(=O)c2ccc(Oc3ccccc3)cc2)c1OC	0.1	5.1	3.8	4.2	9.1	-10.3	0.9	-2.7
COc1cccc(NC(=O)N(C)C[C@@H]2Oc3ncc(C#Cc4cccnc4)cc3C(=O)N([C@H](C)CO)C[C@@H]2C)c1	-0.1	-36.7	-4.6	-1.1	15.3	3.2	3.6	-2.1
C[C@@H]1CCCCO[C@H](CN(C)Cc2ccc(C(F)(F)F)cc2)[C@H](C)CN([C@H](C)CO)C(=O)c2cc(NC(=O)Nc3cccc4ccccc34)ccc2O1	0.2	/	/	-0.3	8.6	/	-8.8	/
O=[N+]([O-])c1nccn1CCCCCCCCCCCN1CCOCC1	0.0	2.2	11.6	1.0	-3.0	/	5.4	2.4
Cc1ccc(C(=O)NCc2nnc(SCC(=O)NC(C)c3ccccc3)n2C)cc1 (stereo not drawn)	0.0	-10.4	2.4	-1.7	-4.4	-1.7	-3.0	2.6

A different layout for part of the listing above.
Compound | XiGFP reactiv | C2C12 statin | S100A4 inh HTS | Cneo AK release | LGR2 inh | SIRT5 inh | PGC1a acetyl inh | ERAP1 inh
O=C(C[C@@H]1C[C@@H]2c3cc(NC(=O)C4CCOCC4)ccc3O[C@@H]2[C@@H](CO)O1)NCc1ccccn1 | 0.4 | -8.0 | 1.2 | 5.3 | 11.8 | 2.9 | -0.5 | -0.8
C[C@@H]1CCCCO[C@@H](CN(C)S(C)(=O)=O)[C@H](C)CN([C@H](C)CO)C(=O)c2cc(NS(C)(=O)=O)ccc2O1 | -0.1 | / | / | 1.5 | 10.7 | / | -7.1 | /
Cc1ccc(OCCCCCCN2CCNCC2)c(Br)c1 | 0.0 | / | -6.9 | 2.9 | ? | -6.1 | -12.4 | -0.3
O=C(NCc1cccnc1)C1CCN(S(=O)(=O)N2CCOCC2)CC1 | / | -9.1 | / | -1.5 | -10.3 | / | 0.4 | /
COc1cccc(CN(C)C(=O)c2ccc(Oc3ccccc3)cc2)c1OC | 0.1 | 5.1 | 3.8 | 4.2 | 9.1 | -10.3 | 0.9 | -2.7
COc1cccc(NC(=O)N(C)C[C@@H]2Oc3ncc(C#Cc4cccnc4)cc3C(=O)N([C@H](C)CO)C[C@@H]2C)c1 | -0.1 | -36.7 | -4.6 | -1.1 | 15.3 | 3.2 | 3.6 | -2.1
C[C@@H]1CCCCO[C@H](CN(C)Cc2ccc(C(F)(F)F)cc2)[C@H](C)CN([C@H](C)CO)C(=O)c2cc(NC(=O)Nc3cccc4ccccc34)ccc2O1 | 0.2 | / | / | -0.3 | 8.6 | / | -8.8 | /
O=[N+]([O-])c1nccn1CCCCCCCCCCCN1CCOCC1 | 0.0 | 2.2 | 11.6 | 1.0 | -3.0 | / | 5.4 | 2.4
Cc1ccc(C(=O)NCc2nnc(SCC(=O)NC(C)c3ccccc3)n2C)cc1 (stereo not drawn) | 0.0 | -10.4 | 2.4 | -1.7 | -4.4 | -1.7 | -3.0 | 2.6
